# Compound activity (PubChem)
# D1 PAM – potentiators of human D1 dopamine receptor; HEK293 TREx D1 cells, calcium flux, dopamine EC20 potentiation; P21728; hit rate 0.036% among 360,000; potentiation, % at 10 µM; in the data active = potentiation above about 30%; also: 0% is about no effect
# Target sequence (P21728 whole entry, looked up): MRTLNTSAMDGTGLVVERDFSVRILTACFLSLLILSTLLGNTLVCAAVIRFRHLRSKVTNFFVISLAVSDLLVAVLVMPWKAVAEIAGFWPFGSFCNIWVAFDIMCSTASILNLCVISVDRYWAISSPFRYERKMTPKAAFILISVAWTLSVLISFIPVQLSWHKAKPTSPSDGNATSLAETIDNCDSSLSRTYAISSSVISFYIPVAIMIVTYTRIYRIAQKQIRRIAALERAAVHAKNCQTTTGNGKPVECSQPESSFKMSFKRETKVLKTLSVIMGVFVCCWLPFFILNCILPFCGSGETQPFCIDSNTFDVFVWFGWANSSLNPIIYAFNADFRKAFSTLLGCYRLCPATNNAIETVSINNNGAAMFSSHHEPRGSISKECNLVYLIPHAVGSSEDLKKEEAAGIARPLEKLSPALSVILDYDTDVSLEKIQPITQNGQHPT
# Vif-A3G inh – blocks the Vif interaction with human APOBEC3G | hit rate 0.076% among 410,000 | Potency, µM (highest dose often 46.1 µM), for inactives: at the top dose activity, negative = active, hits mostly inhibitors | Q9HC16 | AID 602310 | HeLa A3G-eYFP + Vif (tagged APOBEC3G with the HIV-1 protein that degrades it), YFP fluorescence, overnight;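 also: potency is read from the fitted curve at half-maximal effect; % is scaled to controls: 0 for no effect and ±100 for the full control effect; nearly all actives have a fitted effect of over 60% in size; hits raise eYFP signal because A3G escapes Vif-driven loss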
#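 HeLa cells stably expressing Vif and C-terminally eYFP-tagged A3G, seeded overnight at 37 deg C, then exposed to compound by pintool overnight at 37 deg C. Rise in yellow fluorescence (Ex 488/Em 500-530, Acumen) marks blocked Vif-driven A3G degradation.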
# D2 PAM – D2 dopamine receptor (human) potentiation | potentiation, % at 10 µM | hit rate 0.34% among 340,000 | P14416 | HEK293 T-REx D2, calcium flux, EC20 dopamine potentiation | AID 485347;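 active = potentiation over 3 SD above the plate norm, cut at about 30% in these data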; also: 0% is about no effect
# Target sequence (P14416 whole entry, looked up): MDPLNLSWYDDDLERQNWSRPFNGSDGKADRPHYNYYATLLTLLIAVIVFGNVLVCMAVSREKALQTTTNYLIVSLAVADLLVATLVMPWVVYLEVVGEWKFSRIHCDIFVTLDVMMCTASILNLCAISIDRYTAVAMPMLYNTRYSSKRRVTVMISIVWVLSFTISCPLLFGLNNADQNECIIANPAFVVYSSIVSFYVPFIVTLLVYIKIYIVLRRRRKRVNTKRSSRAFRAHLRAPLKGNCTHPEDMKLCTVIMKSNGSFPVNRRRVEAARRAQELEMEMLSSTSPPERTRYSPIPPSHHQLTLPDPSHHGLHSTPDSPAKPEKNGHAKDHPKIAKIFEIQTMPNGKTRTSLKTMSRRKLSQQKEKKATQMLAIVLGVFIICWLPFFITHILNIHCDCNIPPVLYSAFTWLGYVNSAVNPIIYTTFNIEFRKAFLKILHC
#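 Cells plated with tetracycline inducer and held overnight at 30 C; calcium dye loaded 30–90 min at room temperature; baseline taken, compound added and read 180 s; EC20 dopamine then added and read 180 s.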
# RXFP1 ag – agonists of human relaxin receptor RXFP1; HEK293T-RXFP1 cAMP TR-FRET, 30 min; response scale: percent of porcine relaxin response, buffer zero; Potency, µM (series often up to 57.5 µM), for the others: top-dose activation, hits mostly activators; hit rate 0.3% among 370,000; AID 2676; also: potency is read from the fitted curve at half-maximal effect; % is scaled to controls: 0 for no effect and ±100 for the full control effect; nearly all actives have a fitted effect of over 60% in size; many of its hits are not listed in these tables
#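 HEK293 cells stably expressing RXFP1, treated 30 min at 37C with compounds plus PDE4 inhibitor Ro 20174; cAMP measured by HTRF TR-FRET. Normalized to buffer and 29 nM porcine relaxin; EC50 by Hill fit.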
# D1 antag – blocks dopamine activation of the human D1 receptor | HEK293 TREx D1 cells, calcium flux, dopamine EC80; active compounds read low | activity change, negative = inhibition, % at 10 µM | hit rate 3.2% among 360,000; in the data active = activity change below about -30%; also: % is scaled to controls: 0 for no effect and ±100 for the full control effect
#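 Tetracycline-induced HEK293 T-REx cells with force-coupled D1 receptor were loaded with a no-wash calcium dye. Compound was added after a 10 s baseline and read kinetically for 180 s; EC80 dopamine was then added and calcium flux followed another 180 s.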
# LDHA block – LDHA (human) enzyme inhibition; P00338; hit rate 0.15% among 480,000; purified LDHA, NADH/diaphorase-resazurin fluorescence; active compounds read low; activity change, % (values are at about 110 or 230 µM); AID 1347041; in the data active = activity change below about -30%; inconclusive = mostly about -25% to -30%;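 also: plate controls were DMSO wells for no effect and wells without enzyme for full effect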
#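 Human LDH5 (2 nM) was incubated with 0.06 mM NADH and 0.2 mM pyruvate for 5 min at room temperature in Tris pH 7.4. Remaining NADH was coupled through diaphorase/resazurin, and resorufin fluorescence was read at 0 and 20 min.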
# D1 agonist – activates the human D1 dopamine receptor; hit rate 1% among 360,000; AID 504660; HEK293 T-REx D1 cells, calcium flux, agonist mode; activation, % at 2 µM; in the data active = activation above about 30%; also: 0% is about no effect
#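 Agonism was scored from calcium flux recorded over 180 s (1 read/s) after pintool compound addition, following a 10-cycle baseline. Cells were inducible force-coupled HEK293 TREx D1, plated overnight at 30 C and loaded with no-wash calcium dye.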
# Glioma ERSR ind – induces the endoplasmic reticulum stress response in human glioma cells; U87-MG GRP78 promoter luciferase reporter, 16 h; hit rate 0.02% among 420,000; Potency, µM, for inactives: at the top dose activation, usual class: activators; also: potency is read from the fitted curve at half-maximal effect; series mostly up to about 76 µM; % of control where 0% means no effect; nearly all actives have a fitted effect of over 35% in size
#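 Stably transfected U87-MG glioma cells carrying a GRP78-based luciferase sensor; 16 h compound incubation. Luminescence end-point read 10 min after Bright-Glo addition at room temperature.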
# Vif-APOBEC3F blk – Vif-A3F binding inhibition; Potency, µM (top dose mostly 46.1 µM), for the others: at the top dose activity, negative = active; hit rate 0.2% among 390,000; HeLa A3F-eYFP + Vif (tagged APOBEC3F with the HIV-1 protein that degrades it), YFP fluorescence increase; AID 602313; also: potency is read from the fitted curve at half-maximal effect; % of control where 0% means no effect; nearly all actives have a fitted effect of over 65% in size
#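 Fluorescence increase (Ex 488/Em 500-530) after overnight compound treatment at 37 deg C flags inhibition of Vif-driven A3F-eYFP loss in stable HeLa A3F-eYFP/Vif cells seeded overnight beforehand.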
# Starred values were filed as active, the others as inactive; ? = inconclusive; . = no result given; & = joins results of further samples. Unless noted, calls follow the shape of the dose curve; as a rule, active = well fitted curve in the direction sought with a large enough effect; inconclusive = small, poorly fitted or top-dose-only effect, or another doubt; inactive = no such curve, though single readings can be large; an effect the other way counts as inactive or inconclusive. An excerpt. The share of hits here may be higher or lower than overall.
1) Cn1nc(C(=O)NNC(=O)C(CCC(N)=O)NS(=O)(=O)c2ccc(Cl)cc2)c2ccccc2c1=O (stereo not drawn)
2) CCOC(=O)c1ccccc1NC(=O)CSc1nnc(CC)n2c1cc1occc12
3) COC(CNC(=O)c1ccc2c(=O)n(Cc3ccc(Cl)cc3)c(=S)[nH]c2c1)OC
4) Cc1ccc(-n2ncc(C#N)c2/N=C/N2CCCCCC2)cc1
5) O=C(O)CSc1nnc(-c2ccc3c(c2)OCO3)n1-c1ccccc1
6) O=[N+]([O-])c1cccc(S(=O)(=O)N2CN(c3ccc(Br)cc3)c3nc4ccccc4nc32)c1
7) CCc1nnc(NC(=O)CCC(=O)N2CCN(Cc3ccccc3)CC2)s1
8) CN(C)c1ccc(C(CNS(=O)(=O)c2ccc(F)cc2)N2CCCC2)cc1 (stereo not drawn)
9) CSc1ccc(/C=N/NC(=O)c2ccc(C)c(C)c2)cc1
10) COc1ccc2oc(C(=O)OC(C)C(=O)NCc3ccccc3)c(C)c2c1 (stereo not drawn)

assay / entry	1	2	3	4	5	6	7	8	9	10
D1 PAM	-4	1	-3	-2	2	.	5	6	-8	-4
Vif-A3G inh	?	-3%	0%	-4%	3%	1%	2%	6%	-28%	-29%
D2 PAM	-8	3	16	.	-2	.	-4	.	-14	1
RXFP1 ag	1.4%	27%	8.8%	1.5%	2.7%	.	1.0%	3.8%	2.4%	-0.5%
D1 antag	1	8	14	3	9	.	7	7	-24	2
LDHA block	-2	-2	-4	1	-2	-2	-5	5	-48*	-11
D1 agonist	1	1	0	8	2	.	0	59*	3	0
Glioma ERSR ind	-7%	1%	-5%	-1%	-6%	-2%	-3%	0%	10%	2%
Vif-APOBEC3F blk	6%	-12%	6%	1%	4%	1%	-3%	-2%	-13%	-4%

# Gathered by group, those above with an aryl thioether with sulfur outside any ring (3)
2) CCOC(=O)c1ccccc1NC(=O)CSc1nnc(CC)n2c1cc1occc12
5) O=C(O)CSc1nnc(-c2ccc3c(c2)OCO3)n1-c1ccccc1
9) CSc1ccc(/C=N/NC(=O)c2ccc(C)c(C)c2)cc1

assay / entry	2	5	9
D1 PAM	1	2	-8
Vif-A3G inh	-3%	3%	-28%
D2 PAM	3	-2	-14
RXFP1 ag	27%	2.7%	2.4%
D1 antag	8	9	-24
LDHA block	-2	-2	-48*
D1 agonist	1	2	3
Glioma ERSR ind	1%	-6%	10%
Vif-APOBEC3F blk	-12%	4%	-13%

# Going on with the list.
11) O=C(O)C1CCCCC1C(=O)Nc1ccccc1Nc1ccccc1 (stereo not drawn)
12) O=C(CSc1nnc(CCCN2C(=O)c3cccc4cccc(c34)C2=O)n1-c1ccccc1)N1CCN(CCO)CC1
13) Cc1cccc(-n2c(C)cc(C=C3C(=O)c4ccccc4C3=O)c2C)c1
14) COCCNC(=O)c1cc(Sc2ccc(F)cc2F)nc2ccccc12
15) COc1ccccc1C(=O)NCCC(=O)N(C)Cc1ccc(C)o1
16) Cc1ccc(-c2cc(-c3nnc(SCC(=O)N(C)CCC#N)n3N)c3ccccc3n2)cc1
17) COCCNC(=O)Cn1nc(C)c2ccccc2c1=O
18) Cc1cnc(C(=O)OCC(=O)NCc2ccc3c(c2)OCO3)cn1
19) COc1cccc(C2C(C(=O)c3ccc(C)o3)=C(O)C(=O)N2CCN2CCOCC2)c1OC (stereo not drawn)
20) O=C(O)CCCCCN1C(=O)C(=O)/C(=C(/O)c2ccccc2)C1c1ccccc1 (stereo not drawn)

assay / entry	11	12	13	14	15	16	17	18	19	20
D1 PAM	-8	4	-8	1	0	-6	-2	4	5	-5
Vif-A3G inh	-1%	-10%	-3%	6%	-4%	-8%	2%	1%	0%	2%
D2 PAM	.	.	7	3	-10	-4	11	1	-8	-2
RXFP1 ag	0.5%	-0.5%	2.0%	-0.3%	0.7%	2.6%	0.1%	2.3%	?	5.6%
D1 antag	-41*	10	-13	11	2	-1	-8	-2	-2	-16
LDHA block	-5	-3	-2	-3	-2	2	1&-9	-1	-2	-3
D1 agonist	3	4	12	-3	4	0	4	2	1	0
Glioma ERSR ind	-2%	0%	-2%	-4%	3%	2%	0%	-4%	-3%	-3%
Vif-APOBEC3F blk	1%	6%	?	-2%	2%	-6%	-3%	-2%	0%	5%

# Grouped by structure: those above containing a Cl atom.
1) Cn1nc(C(=O)NNC(=O)C(CCC(N)=O)NS(=O)(=O)c2ccc(Cl)cc2)c2ccccc2c1=O (stereo not drawn)
3) COC(CNC(=O)c1ccc2c(=O)n(Cc3ccc(Cl)cc3)c(=S)[nH]c2c1)OC

assay / entry	1	3
D1 PAM	-4	-3
Vif-A3G inh	?	0%
D2 PAM	-8	16
RXFP1 ag	1.4%	8.8%
D1 antag	1	14
LDHA block	-2	-4
D1 agonist	1	0
Glioma ERSR ind	-7%	-5%
Vif-APOBEC3F blk	6%	6%

# Continuation:
21) O=C(Nc1ccccc1C(=O)Nc1cccnc1)c1ccccc1
22) COc1ccc(CNC(=S)Nc2ccccc2)cc1Cl
23) O=C(NCc1cnc2ccccn12)C1CCC(=O)N(Cc2cccc(F)c2)C1 (stereo not drawn)
24) Cc1ccc(NC(=O)Cn2cc(C(=O)c3ccco3)c3ccccc32)c(C)c1
25) CNS(=O)(=O)c1cccc(C(=O)NCC(c2ccco2)N(C)C)c1 (stereo not drawn)
26) CCn1nc(C)cc1-c1n[nH]c(=S)n1N
27) CCOc1ccccc1NC(=O)C1CCCC1
28) COCCNC(=O)c1ccc(-c2csc(C)n2)cc1
29) CCOC(=O)N1CCC(NC(=O)c2ccc3c(c2)ncn3C2CCCC2)CC1
30) COc1ccc([C@H]2[C@H](C(=O)C(C)(C)C)N3N=Cc4ccccc4C3[C@]23N=C(c2ccccc2)OC3=O)cc1OC (stereo partly drawn)

assay / entry	21	22	23	24	25	26	27	28	29	30
D1 PAM	2	-3	-2	0	1	0	.	-2	-1	-5
Vif-A3G inh	3%	-4%	1%	7%	1%	-6%	2%	6%	0%	-6%
D2 PAM	22	10	-1	-2	-13	13	.	1	-18	-1
RXFP1 ag	0.8%	12%	0.9%	-1.1%	-0.2%	1.7%	.	2.5%	-0.9%	1.8%
D1 antag	-25	-5	-3	-12	-35*	.	.	0	8	-21
LDHA block	-5	1	-9	-22	-7	-6	2	-4	-2	6
D1 agonist	2	5	0	7	0	-1	.	3	-1	0
Glioma ERSR ind	1%	9%	-5%	-6%	-3%	-1%	0%	6%	3%	-1%
Vif-APOBEC3F blk	15%	-2%	-3%	0%	17%	4%	1%	-5%	1%	4%

31) O=C(COC(=O)c1c2c(nc3ccccc13)CCCC2)c1cccs1
32) Cc1ccc(SCC(=O)NCc2ccncc2)cc1
33) Cc1ccc(NC(=O)C(NS(=O)(=O)c2cccc3nsnc23)C(C)C)nc1 (stereo not drawn)
34) COc1ccc(/C=N/n2c(SC)nnc2-c2ccccc2)cc1C
35) O=C(NC(=O)c1csnn1)Nc1ccccc1Cl
36) CCOc1cc(C)c(S(=O)(=O)Nc2ccc(Cl)cn2)cc1C
37) CN(C)c1ccc(C(CNC(=O)COc2ccccc2)N2CCOCC2)cc1 (stereo not drawn)
38) Cc1cc(C)n2nc(-c3cccnc3)nc2n1
39) Cc1ccccc1NC(=O)CSc1nc2c(c(-c3ccco3)c1C#N)CCCC2
40) Cc1cc(C)cc(NC(N)=S)c1

assay / entry	31	32	33	34	35	36	37	38	39	40
D1 PAM	4	3	-2	6	-5	-1	0	-1	9	6
Vif-A3G inh	-9%	2%	0%	-20%	0%	-7%	3%	-7%	2%	-1%
D2 PAM	2	-7	-2	-7	10	-3	3	4	-5	-1
RXFP1 ag	0.6%	-0.9%	5.0%	3.8%	2.3%	0.0%	-1.0%	2.7%	27%	-0.3%
D1 antag	3	8	6	-3	-2	-6	7	2	7	19
LDHA block	-6	-3	0	-3	-4	-1	1	-1	5	-9
D1 agonist	-1	-1	0	1	3	1	5	1	2	3
Glioma ERSR ind	0%	-5%	-4%	-1%	-1%	-3%	-8%	2%	-3%	-1%
Vif-APOBEC3F blk	-16%	0%	1%	-2%	-10%	-14%	-1%	0%	0%	-8%

41) CCOC(=O)C1(C(F)(F)F)N=C(c2ccccc2F)OC(N(C)C)=N1 (stereo not drawn)
42) CN1CCN(C(=O)/C(=C\c2cccs2)NC(=O)c2cccs2)CC1
43) O=C(c1ccc(Cl)cc1)N1CCC(O)(CSc2ccc(Cl)cc2)CC1
44) CCOC(=O)CNc1c(-c2ccc(F)cc2)nc2cnccn12
45) Cc1nnc(N2C(=O)c3oc4ccccc4c(=O)c3C2c2ccc(F)cc2)s1 (stereo not drawn)
46) CCCCOc1ccc(C2=NC(c3ccncc3)=Nc3ccc(Br)cc3N2)cc1
47) Cc1nnc(NC(=O)CCC(=O)NCc2cccs2)s1
48) Cc1ccc(N=Cc2cc3c(cc2[N+](=O)[O-])OCO3)cc1[N+](=O)[O-]
49) Nc1cc(S(=O)(=O)N2CCOCC2)ccc1Oc1ccc(F)cc1
50) COc1cccc(C(=O)NC(=S)Nc2ccc3c4c(cccc24)CC3)c1
51) COc1cc(OC)c(C(=O)CCCN2CCCC2)c(OC)c1

assay / entry	41	42	43	44	45	46	47	48	49	50	51
D1 PAM	1	-3	.	-7	-7	1	-1	.	-9	0	-3
Vif-A3G inh	2%	-5%	3%	-1%	-1%	-12%	0%	0%	6%	-8%	3%
D2 PAM	-11	15	.	13	-6	-1	10	.	.	-3	-13
RXFP1 ag	1.8%	-1.3%	-0.6%	13%	2.8%	1.5%	-0.3%	.	-1.5%	-0.1%	3.1%
D1 antag	-12	-40*	.	3	-10	6	1	.	-19	-6	-18
LDHA block	-1	-1	-2	3	0	0	-4	9	1	-1	-1
D1 agonist	3	0	.	0	-1	0	4	.	7	1	0
Glioma ERSR ind	-3%	-1%	-5%	-4%	-1%	-3%	-4%	-1%	-3%	-1%	-2%&-1%
Vif-APOBEC3F blk	1%	10%	-9%	-11%	-2%	-7%	0%	15%	1%	-18%	4%
